RGS4 inh: human RGS4 inhibition; P49798; HEK293 M3R/RGS4 inducible, Fluo-4 calcium flux; hits give high values; triggered by carbachol at its EC20; B-score at 10 µM; hit rate 0.45% among 310,000;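 active means B-score, a plate-corrected calcium signal, over three deviations above library mean, with baseline fluorescence within five deviations of library mean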;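 further: RGS4 expression induced by doxycycline in cells with stable M3 receptor; B-score is computed from the integrated fluorescence ratio over baseline after carbachol; higher B-score means a larger calcium signal and so more RGS4 inhibition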
HDAC3 inhib: blocks human histone deacetylase 3; O15379; recombinant HDAC3, fluorogenic peptide/trypsin coupled, fluorescence; inhibition, % at 8.3 µM; hit rate 0.15% among 320,000; AID 2718; in the data active means inhibition above about 26%, passing the limit was not always enough; inconclusive means no clear call, values can overlap the other calls
RGS4 pot: RGS4 potentiation or activation; HEK293 M3R/inducible RGS4, carbachol calcium flux Fluo4; hits give low values; B-score at 10 µM; hit rate 0.92% among 310,000;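 active means B-score of the integrated calcium signal more than 4 SD below the library mean, with starting fluorescence not abnormally high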;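 further: negative B-score means reduced calcium response which marks RGS4 activation or potentiation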
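Also added: carbachol at ECmax as muscarinic agonist stimulus; Assay system: HEK293 cells with stable M3R and inducible RGS4; Timing: overnight RGS4 induction, 30 min dye load 37 °C, 20 min compound RT; Measured by: Fluo4-AM (2 µM) calcium-flux fluorescence, kinetic read.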
KCNK3 inh: human KCNK3 channel inhibition, primary screen | B-score at 10 µM | hit rate 0.84% among 340,000 | CHO-KCNK3 thallium flux, FluxOR fluorescence; hits give low values | O14649;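 active means B-score under library mean minus 4 SD, starting fluorescence ratio at most library mean plus 5 SD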;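 further: more negative B-score means stronger inhibition of thallium flux through KCNK3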
ANO1 block: blocks the mouse calcium-activated chloride channel TMEM16A; AID 588511; hit rate 1.2% among 310,000; HEK293 TMEM16A/YFP iodide influx fluorescence, ionomycin; normalized B-score (activity score, 25-100; higher = stronger inhibition) at 10 µM;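 active means ratio plate-corrected score three or more library SD toward inhibition, starting fluorescence score within five deviations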;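 further: score derived from kinetic fluorescence span divided by baseline fluorescence per well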
Target sequence (Q8BHY3 whole entry, looked up): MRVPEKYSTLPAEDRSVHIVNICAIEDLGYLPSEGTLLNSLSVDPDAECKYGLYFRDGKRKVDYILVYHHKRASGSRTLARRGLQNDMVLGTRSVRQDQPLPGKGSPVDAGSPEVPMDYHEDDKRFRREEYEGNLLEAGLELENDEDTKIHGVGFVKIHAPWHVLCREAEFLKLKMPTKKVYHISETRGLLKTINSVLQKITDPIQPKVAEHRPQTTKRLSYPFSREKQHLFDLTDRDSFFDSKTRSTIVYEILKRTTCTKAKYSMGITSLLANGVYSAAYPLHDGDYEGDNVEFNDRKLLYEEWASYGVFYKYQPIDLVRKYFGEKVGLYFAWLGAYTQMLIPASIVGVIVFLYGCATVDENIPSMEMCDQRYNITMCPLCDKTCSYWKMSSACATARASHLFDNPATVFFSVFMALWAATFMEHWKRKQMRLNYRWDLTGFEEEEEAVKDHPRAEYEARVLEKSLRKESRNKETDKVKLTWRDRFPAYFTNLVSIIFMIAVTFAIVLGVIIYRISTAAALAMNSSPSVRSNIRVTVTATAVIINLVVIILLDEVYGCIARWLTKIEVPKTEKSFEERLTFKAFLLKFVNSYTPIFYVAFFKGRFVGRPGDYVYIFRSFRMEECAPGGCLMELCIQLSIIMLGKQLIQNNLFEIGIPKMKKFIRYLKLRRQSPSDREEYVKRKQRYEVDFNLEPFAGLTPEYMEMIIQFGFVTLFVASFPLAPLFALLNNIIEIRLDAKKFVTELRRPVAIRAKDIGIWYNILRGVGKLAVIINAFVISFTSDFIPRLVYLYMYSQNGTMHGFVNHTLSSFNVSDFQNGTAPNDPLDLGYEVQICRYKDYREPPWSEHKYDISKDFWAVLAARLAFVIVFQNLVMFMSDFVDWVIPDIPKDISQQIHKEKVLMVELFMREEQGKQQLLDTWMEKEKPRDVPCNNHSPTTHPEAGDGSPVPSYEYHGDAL
ANO1 activ: mouse TMEM16A channel activation, primary screen; HEK293 TMEM16A/YFP-H148Q/I152L, iodide quench fluorescence; hits give low values; B-score at 10 µM; hit rate 0.3% among 340,000; AID 623877;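 active means fluorescence-ratio B-score plate-corrected deviation score at least 3 library SD below zero, with starting fluorescence score within 5 deviations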;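 further: channel opened by trigger with iodide after compound preincubation; score built on the fluorescence ratio of max minus min over baseline; more negative score means more quench and so TMEM16A activation or potentiation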
KCNQ1 pot: potentiates or activates the human KCNQ1 potassium channel; AID 2648; hit rate 0.35% among 310,000; P51787; CHO-K1 KCNQ1, thallium flux FluxOR fluorescence; hits give high values; B-score at 10 µM;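 active means fluorescence ratio B-score, a plate-corrected score, at least three library SD, with initial intensity B-score within 5 SD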
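Doses: Single concentration per compound, DMSO matched to controls | Test system: KCNQ1-transfected CHO-K1 cells | Timing: 90 min dye loading and 20 min compound exposure, both at room temperature | Measured by: Kinetic FluxOR thallium fluorescence, 10-s 1-Hz baseline, 110-s post-stimulus read | Medium: Assay buffer with matched DMSO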
SKKanGAS inh: SKKanGAS growth inhibition; S. pyogenes SKKanGAS, kanamycin growth, BacTiter-Glo, 6 h; inhibition, % at 7.5 µM; hit rate 1.3% among 300,000; AID 1662;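 active means mean replicate score, as percent of positive control median, at least 50; inconclusive means mean below 50 but one replicate at or above 50; inactive means mean and every replicate below 50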;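 further: strain carries kanamycin resistance gene driven by streptokinase promoter and grows in 40 µg/ml kanamycin; loss of luminescence reflects streptokinase promoter inhibition or plain growth inhibition; 0% = median of DMSO wells and 100% = positive control at its reference dose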
hERG rescue: hERG (human) protection from proarrhythmic block. CHO-hERG, FluxOR thallium flux, dofetilide IC70 present. hit rate 0.51% among 310,000. activation (rescue from dofetilide block), less the hit threshold, % at 10 µM. Q12809;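 active means activation above the mean of controls blocked by dofetilide plus 5 SD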;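 further: thallium influx through hERG after potassium depolarization seen as dye fluorescence rise; in these data hits start at about 4.7%; inactives centre near -7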
KCNK9 inh: inhibitors of human KCNK9 two-pore domain potassium channel; B-score at 10 µM; HEK293 KCNK9, FluxOR thallium flux fluorescence; hits give low values; Q9NPC2; hit rate 1.2% among 310,000;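 active means ratio B-score over 3 SD below the library mean, with starting fluorescence within 5 SD of its mean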;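 further: negative B-score means less thallium flux so channel inhibition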
KCNQ1 inh: inhibitors of human KCNQ1 potassium channel. CHO-K1 KCNQ1, FluxOR thallium flux fluorescence; hits give high values. B-score at 10 µM. hit rate 1.3% among 310,000;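 active means compounds whose thallium flux B-score, printed positive for inhibition, exceeds three library SD while starting fluorescence stays within three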;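 further: channel opened by potassium depolarization with thallium stimulus after 20 min compound exposure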
An asterisk follows results filed as active; i = inactive; ? = inconclusive; nt = no result given. Random draw from the library; about 6.3% have a hit in one of these screens.

entry	molecule	RGS4 inh	HDAC3 inhib	RGS4 pot	KCNK3 inh	ANO1 block	ANO1 activ	KCNQ1 pot	SKKanGAS inh	hERG rescue	KCNK9 inh	KCNQ1 inh
1	CC1C(=O)N2CCCc3cc(S(=O)(=O)NCc4ccc(F)cc4)cc1c32 (stereo not given)	i	?	i	i	i	i	i	0	-7	i	i
2	COc1ccc(/C=C2/SC(=S)N(NS(=O)(=O)c3ccccc3)C2=O)cc1	i	11	i	i	i	i	i	20	-5	i	i
3	Cc1ccc(S(=O)(=O)N2CCCCC2)cc1NC(=O)COc1ccccc1F	i	10	i	i	i	i	i	-6	2	i	i
4	Cc1ccc(NC(=O)CCNC(=O)c2ccc([N+](=O)[O-])cc2)cc1S(=O)(=O)N(C)C	i	-5	i	i	i	i	i	5	-4	i	i
5	CC(=O)N/C(=C\c1ccccc1)C(=O)OCC(=O)Nc1cc(S(=O)(=O)N(C)C)ccc1C	i	2	i	i	i	i	i	16	-16	i	i
6	CCCCn1c(N)c(N(CC)C(=O)c2cc(C)cc(C)c2)c(=O)[nH]c1=O	i	-2	i	i	i	i	i	-4	-5	i	i
7	O=C1C2C3C=CC(C3)C2C(=O)N1CCCCCCN1C(=O)C2C3C=CC(C3)C2C1=O (stereo not given)	i	-9	i	i	i	i	i	nt	-8	i	i
8	COc1ccc(CCNC(=O)C2CCN(S(=O)(=O)N3CCC(C)CC3)CC2)cc1OC	i	2	i	i	i	i	i	9	-7	i	i
9	Cc1ccccc1OCCCC(=O)NC1CCCCC1	i	-3	i	i	i	i	i	0	-5	i	i
10	CC(C)NC(=O)NNc1c(Cl)cncc1Cl	i	-4	i	i	i	i	i	-3	0	i	i
11	CC(C)CC(=O)Nc1ccccc1N1CCN(c2ccc(F)cc2)CC1	i	8	i	i	i	i	i	13	-8	i	i
12	COC(=O)c1cc(-c2ccccc2)n(CCN)c1C	i	-4	i	i	i	i	i	-3	-4	i	i
13	O=C(O)C1CC(c2ccccc2)=Nc2ccccc2S1 (stereo not given)	i	nt	i	i	i	i	i	-1	-8	i	i
14	COc1cc(NC(=O)COC(=O)CNC(=O)c2ccc(C)s2)cc(OC)c1	i	-7	i	i	i	i	i	-2	-2	i	i
15	O=C(N/N=C/c1ccc2c(c1)OCO2)C(=O)Nc1ccccc1Cl	i	2	i	i	i	i	i	nt	-13	i	i
16	Cc1ccc2cc(C#N)c(SCC(=O)NCc3ccco3)nc2c1	i	-4	i	i	i	i	i	-5	-11	i	i
17	COc1ccccc1C(=O)Nc1nnc(-c2ccc(F)cc2)o1	i	0	i	i	i	i	i	-3	-6	i	i
18	CCOc1ccc(C2=Nn3c(nnc3-c3ccco3)SC2)cc1	i	-2	i	i	i	i	i	-22	-12	i	i
19	OCCC1CN(Cc2cnc(N3CCOCC3)s2)CCN1C1CCCC1 (stereo not given)	i	-1	i	i	i	i	i	-3	-4	i	i
20	CC(C)OC(=O)CSc1nnc(Cc2ccccc2)n1CC1CCCO1 (stereo not given)	i	-3	i	i	i	i	i	17	-4	i	i
21	CS(=O)(=O)c1ccccc1C(=O)Nc1cc2c(cc1C(=O)O)OCCCO2	i	1	i	i	i	i	i	3	-7	i	i
22	CCOC(=O)Cc1csc(NC(=O)CSc2nncn2C)n1	i	3	i	i	i	i	i	7	-3	i	i
23	CCOC(=O)c1ccccc1NC(=O)Cn1cnc2c(nnn2-c2ccc(C)cc2)c1=O	i	nt	i	i	i	i	i	-6	-3	i	i
24	CS(=O)(=O)NNC(=O)CN1C(=O)C2C3C=CC(C3)C2C1=O (stereo not given)	i	-1	i	i	i	i	i	5	-8	i	i
25	CCOc1ccccc1NC(=O)CSc1nnc(CNC(=O)c2ccccc2F)o1	i	-2	i	i	i	i	i	-3	-6	i	i
26	COC(=O)c1cc2ccccn2c2c(C(=O)OC)c(C(=O)OC)cc1-2	i	1	i	i	i	i	i	6	-8	i	i
27	CC(C)NS(=O)(=O)c1ccc(OCC(=O)NCc2ccco2)cc1	i	1	i	i	i	i	i	-5	-10	i	i
28	CCOC(=O)c1ccccc1NC(=O)CN1C(=O)c2ccccc2S1(=O)=O	i	0	i	i	i	i	i	-10	-4	i	i
29	O=[N+]([O-])c1cccc(OCCCN2CCC(Cc3ccccc3)CC2)c1	i	3	i	i	i	i	i	2	-12	i	i
30	Cc1cccc(-c2nc3ccccc3c(=O)n2NC(=O)Cc2ccc(Cl)cc2)c1	i	6	i	i	i	i	i	-3	-3	i	i

Two entries from above, with one line to a screen:
#5 CC(=O)N/C(=C\c1ccccc1)C(=O)OCC(=O)Nc1cc(S(=O)(=O)N(C)C)ccc1C
#6 CCCCn1c(N)c(N(CC)C(=O)c2cc(C)cc(C)c2)c(=O)[nH]c1=O
assay / compound,5,6
RGS4 inh,i,i
HDAC3 inhib,2,-2
RGS4 pot,i,i
KCNK3 inh,i,i
ANO1 block,i,i
ANO1 activ,i,i
KCNQ1 pot,i,i
SKKanGAS inh,16,-4
hERG rescue,-16,-5
KCNK9 inh,i,i
KCNQ1 inh,i,i

Later entries
entry	molecule	RGS4 inh	HDAC3 inhib	RGS4 pot	KCNK3 inh	ANO1 block	ANO1 activ	KCNQ1 pot	SKKanGAS inh	hERG rescue	KCNK9 inh	KCNQ1 inh
31	O=C(NNc1cc(Cl)cc(Cl)c1)c1c(F)cccc1Cl	i	4	i	i	i	i	i	20	-6	i	i
32	COCCn1c(=NC(=O)c2cc(Cl)sc2Cl)sc2cc(S(N)(=O)=O)ccc21	i	5	i	i	i	i	i	24	-9	i	i
33	O=C(NCc1ccc(F)cc1)c1cnc(-c2ccccn2)nc1C(F)(F)F	i	2	i	i	i	i	i	-1	-2	i	i
34	CC1Cc2ccccc2N1CC(=O)NC(c1ccccc1)c1ccccc1 (stereo not given)	i	-7	i	i	i	i	i	4	-7	i	i
35	CCCC[N+](C)(C)CCC(=O)NC(C)(C)CS(=O)(=O)[O-]	i	-5	i	i	i	i	i	-1	-13	i	i
36	O=C(O)C1CC=CCC1C(=O)Nc1cc(Cl)ccc1Cl (stereo not given)	i	-3	i	i	i	i	i	-4	3	i	i
37	COC(=O)c1sccc1NC(=O)Cn1nnc(-c2ccc(C)cc2)n1	i	-3	i	i	i	i	i	-8	-11	i	i
38	CN(C)c1ccc(C(=O)NN2C(=O)c3ccccc3C2=O)cc1	i	-2	i	i	i	i	i	1	-6	i	i
39	Nc1[nH]c(N=NC(=O)c2ccccc2)c2ccccc12	i	-1	i	i	i	i	i	-2	-2	i	i
40	CCOc1ccc(S(=O)(=O)N2CCCC(C(=O)NCc3ccccc3)C2)cc1 (stereo not given)	i	0	i	i	i	i	i	-3	-6	i	i
41	CSCCC(NC(=O)COc1ccccc1)C(=O)OCCOc1ccc(Br)cc1 (stereo not given)	i	9	i	i	i	i	i	15	-8	i	i
42	CCn1cc(C(=O)Nc2ccc(C)cc2C)c(=O)c2ccc(C)nc21	i	1	i	nt	i	nt	i	6	-10	i	i
43	COc1cccc(NC(=O)c2cc(-c3ccc(OC)cc3OC)nc3ccccc23)c1	i	7	i	-9.4*	i	i	i	13	-9	i	6*
44	CCOC(=O)c1ccc2nc(C)c(CCC(C)=O)c(Cl)c2c1	i	0	i	i	i	i	i	10	-5	i	i
45	Cc1c(C(=O)N/N=C/c2cccs2)nnn1-c1nonc1N	i	1	i	i	i	i	i	-1	-10	i	i
46	CCN(CC)C1=NS(=O)(=O)c2cc([N+](=O)[O-])ccc21	i	-6	i	i	i	i	i	-2	-1	i	i
47	O=C(O)c1cc(S(=O)(=O)N(Cc2ccccc2)c2ccccc2Cl)ccc1Cl	i	-2	i	i	i	i	i	3	-15	i	i
48	O=C(N/N=C/C=C/c1ccccc1)C1CC1(c1ccccc1)c1ccccc1 (stereo not given)	i	-2	i	i	i	i	i	34	-6	i	i
49	Cc1cc(Cl)ccc1NC(=O)CSc1nnc(Cc2cccs2)n1Cc1ccco1	i	-3	i	i	i	i	i	0	-25	i	i
50	CCCCOc1ccc(OCCNC(=O)C2CCCN2C(=O)Nc2ccccc2)cc1 (stereo not given)	i	5	i	i	i	i	i	4	-12	i	i
51	CCCC1=C(C(=O)OCC)C(c2ccc(N(C)C)cc2)n2ncnc2N1 (stereo not given)	i	-1	i	i	i	i	i	-5	-6	i	i
52	O=C(CCNS(=O)(=O)c1ccccc1)NNC(=O)c1csc(N2CCOCC2)n1	i	-6	i	i	i	i	i	-10	-10	i	i
53	COC(=O)c1ccc(-n2c(C)ccc2-c2ccccc2)cc1	i	1	i	i	i	i	i	-4	-13	i	i
54	O=C(O)CCC(=O)N1N=C(c2ccc(Br)cc2)CC1c1cccc(Br)c1 (stereo not given)	i	0	i	i	i	i	i	25	-8	i	i
55	Cc1cccn2c(=O)c(C=NCc3ccccc3)c(NCCO)nc12	i	-8	i	i	i	i	i	-2	-10	i	i
56	COCCN1CC(CNC(=O)c2cc(COc3ccccc3SC)on2)CC1=O (stereo not given)	i	-1	i	i	i	i	i	-2	-5	i	i
57	CCc1cc(C(=O)OC)c(N2C(=O)C3C4C=CC(C4)C3C2=O)s1 (stereo not given)	i	-7	i	i	i	i	i	5	-10	i	i
58	COc1ccc(C(=O)OCC(=O)Nc2ccc(F)c(F)c2F)cc1OC	i	4	i	i	i	i	i	-1	-11	i	i
59	CC(C)CC(NC(=O)OC(C)(C)C)c1cn([C@@H](CCCCNC(=O)OC(C)(C)C)C(=O)N2CCN(C(=O)OC(C)(C)C)CC2)nn1 (stereo not given in full)	i	4	i	i	i	i	i	7	-8	i	i
60	CC1CCC2C(=O)N(c3ccc(NC4CCN(Cc5ccccc5)CC4)c([N+](=O)[O-])c3)C(=O)C2C1 (stereo not given)	i	6	i	i	i	i	i	-3	-14	i	i
61	O=c1c2ccccc2cnn1Cc1n[nH]c(=S)n1C1CC2CCC1C2 (stereo not given)	i	0	i	i	i	i	i	-1	-6	i	i
62	O=C1NCCN/C1=C\C(=O)c1ccc(Br)cc1	i	1	i	i	i	i	i	10	-11	i	i
63	CCc1cc2c(=O)c(-c3ccc(F)cc3)c(C(F)(F)F)oc2cc1OCC(=O)O	i	0	i	nt	i	nt	i	-5	-11	i	i

Screening data from PubChem BioAssay.
